Source: PubChem BioAssay
AmpC det inh – AmpC beta-lactamase inhibition, detergent assay; P00811; purified AmpC, nitrocefin hydrolysis with detergent; Potency, µM (titrated, usually from 28.7 µM), for inactives: at the highest dose activity change, negative = inhibition; hit rate 0.09% among 71,000; active = well fitted curve in the direction sought with a large enough effect; inconclusive = small, poorly fitted or top-dose-only effect
Target sequence (P00811 whole entry, looked up): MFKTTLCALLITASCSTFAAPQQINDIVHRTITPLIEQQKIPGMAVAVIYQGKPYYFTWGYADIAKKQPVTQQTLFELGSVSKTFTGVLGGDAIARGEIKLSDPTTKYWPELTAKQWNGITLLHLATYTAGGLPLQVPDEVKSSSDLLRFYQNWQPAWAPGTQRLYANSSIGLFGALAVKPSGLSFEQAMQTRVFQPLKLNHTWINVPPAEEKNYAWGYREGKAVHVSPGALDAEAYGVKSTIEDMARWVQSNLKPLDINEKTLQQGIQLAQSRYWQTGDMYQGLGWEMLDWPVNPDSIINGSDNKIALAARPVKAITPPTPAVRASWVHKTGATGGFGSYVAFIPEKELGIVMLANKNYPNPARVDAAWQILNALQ
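E. coli AmpC (5.3 nM) in 20 mM phosphate pH 7.0 with 0.01% Triton X-100, preincubated 15 min RT with compound; nitrocefin (2 uL of 800 uM stock) hydrolysis followed by 480 nm absorbance every 20 s over 4 min.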
An asterisk follows results filed as active; ? = inconclusive; [ ] = dose if it differs, or a comment. % is scaled to controls: 0 for no effect and ±100 for the full control effect; potency is read from the fitted curve at half-maximal effect. Some of the compounds tested, so the mix of outcomes need not match the whole.

SMILES	AmpC det inh
O=C(O)c1c(Br)c(Br)c(Br)c(Br)c1C1c2ccc(O)cc2Oc2cc(O)ccc21	?
CCn1c(=O)cc(SCC(=O)NCCCN2CCN(c3ccccc3F)CC2)c2ccccc21	15%
COC(=O)c1ccc(NC(=O)c2ccc(CN3CCOCC3)cc2)cc1	-3%
Cc1cc(=O)n2c(n1)OC(CO)C2 (stereo unspecified)	4%
CC(C)(C)OC(=O)NCCCCCc1nnc(SCC(N)=O)o1	1%
Cc1cc(O)cc(=O)n1Cc1ccco1	-1%
CCOc1ccc(-n2c(C)nc3cc(C(=O)NCCCN4CCOCC4)ccc32)cc1	2%
COCC(=O)Nc1c(C(=O)Nc2cccc(OC)c2)oc2ccccc12	-2%
Cc1nc(C)c(C(=O)NCc2ccc(Cl)cc2)o1	-3%
COc1ccc(CCn2c(-n3nc(C)cc3C)nc3c2c(=O)[nH]c(=O)n3C)cc1	0%
Cc1n[nH]c(=O)nc1NCc1ccccc1	10%
CC1CC(C)CN(Cc2nc3c(c(=O)n(C)c(=O)n3C)n2Cc2ccccc2Cl)C1 (stereo unspecified)	5%
CCCC(=O)Nc1cc(-c2nn(C)c(=O)c3ccccc23)ccc1OC	-2%
Cn1cc(-c2nc3cnc(N4CCOCC4)nc3n(CCC#N)c2=O)c2ccccc21	-2%
CCc1c2c(nc3ccccc13)OC(C)C2 (stereo unspecified)	0%
CC(C)(C)C(=O)Nc1ccc(-c2cn3ccsc3n2)cc1	-1%
CCCn1c(SCc2cc(=O)[nH]c3ccccc23)nc2c1c(=O)n(C)c(=O)n2C	1%
O=c1[nH]c(=O)n(Cc2ccco2)c2c1C(C(F)(F)F)(C(F)(F)F)N=C(C1CCCCC1)N2	15%
CCCC1(C(=O)OCC)NC(c2cc(OC)c(OC)c(OC)c2)C2C(=O)N(CC)C(=O)C21 (stereo unspecified)	13%
COc1ccc(Nc2ccc3c(c2)=NC2(CCCCC2)[N+]=3[O-])cc1	8%
O=C(NCSC1=NCCS1)c1ccccc1	0%
Cc1nc(-n2nnc3ccccc32)c2c3c(sc2n1)CCCC3	0%
Cc1nc(N)c(C#N)c(-c2ccccc2)c1C	-2%
Cc1ccc(S(=O)(=O)N2CCC(C(=O)N3CCC[C@H]3C(=O)NC3CCS(=O)(=O)C3)CC2)cc1 (stereo partly specified)	-2%
CCOC(=O)c1cnc2cc3c(cn2c1=O)CCCC3	-1%
COc1ccc(O)c(C(=O)CC(=O)c2ccccc2)c1	10%
N#Cc1nc(Cc2cccc3ccccc23)oc1NCc1ccco1	1%
Cc1cc2cc(CNC(=O)CCC(=O)O)ccc2[nH]1	-3%
CN(C)CC(=O)Nc1cc(C(F)(F)F)ccc1Cl	-3%
O=C(NCCCN1CCN(c2cccc(Cl)c2)CC1)c1ccc(N2CCCC2=O)cc1	-1%

3 structures already listed, sorted by molecular weight, highest first:
SMILES	AmpC det inh
CCCC1(C(=O)OCC)NC(c2cc(OC)c(OC)c(OC)c2)C2C(=O)N(CC)C(=O)C21 (stereo unspecified)	13%
COc1ccc(Nc2ccc3c(c2)=NC2(CCCCC2)[N+]=3[O-])cc1	8%
Cc1cc2cc(CNC(=O)CCC(=O)O)ccc2[nH]1	-3%

(list continues)
SMILES	AmpC det inh
Cc1cc(C)n(-c2ccc(C(=O)OCC(=O)c3ccc(Br)s3)cc2)n1	2%
CC[C@]1(O)C[C@@H]2CN(CCc3c([nH]c4ccccc34)[C@](C(=O)OC)(c3cc4c(cc3OC)N(C=O)[C@H]3[C@@](O)(C(=O)OC)[C@H](C(=O)OC)[C@@]5(CC)C=CCN6CC[C@]43[C@H]65)C2)C1	-4%
Cc1oc(-c2cccc(Cl)c2)nc1CN1CCC(C(=O)NCC2CCCO2)CC1 (stereo unspecified)	2%
COC(=O)c1ccc(NC(=O)CN2CCN(c3ccccc3)CC2)cc1	-2%
O=C(CSc1n[nH]c(C2CCCC2)n1)NC1CCCC1	-1%
CC1(C)Cc2c(sc3ncnc(N)c23)CO1	-9%
O=C(CC1Oc2ccccc2NC1=O)NCc1ccccc1 (stereo unspecified)	5%
CC(=O)O[C@@H](C)C[N+](C)(C)C	1%[12.8 µM]
COc1ccc(-n2nc3cc(C)c(NC(=O)CC(C)C)cc3n2)cc1	1%
COc1ccc2c(c1)c1nnc(SCC(=O)N3CCCCC3C)nc1n2C (stereo unspecified)	8%
O=C(CCCOc1ccccc1)Nc1ccc2c(c1)OCCO2	8%
CCN(CCCNC(=O)CCn1c(=O)[nH]c2ccccc2c1=O)c1cccc(C)c1	2%
CCOCC(=O)Nc1nc2ccc(OC)cc2s1	-4%
O=C(NCCN1CCCC1)c1ccc(Cn2c(=S)[nH]c3cc4c(cc3c2=O)OCO4)cc1	1%
O=C(NCCN1CCN(c2ccccc2)CC1)c1cccc(Br)c1	1%
O=C(NCC(=O)N(c1ccccc1)C(C(=O)NC1CCCCC1)c1ccncc1)c1ccco1 (stereo unspecified)	-4%
COC(=O)c1ccc2c(c1)SC1=C(CCCC1=O)N2	-7%
COc1ccc(NS(=O)(=O)c2ccc(SC)cc2)cc1	-3%
CNC(=O)C1(CC(C)C)C=CCN1C(C)=O (stereo unspecified)	12%
CC1Oc2ccccc2N(CC(=O)N2CCc3ccccc32)C1=O (stereo unspecified)	9%
O=C(CN1CCOCC1)Nc1c(-c2ccccc2)c2cc(Br)ccc2[nH]c1=O	6%
COc1ccc(C(=O)n2nc(C)cc2C)cc1Br	8%
Cc1ccc(S(=O)(=O)N(CCC#N)CCN2CCCC2)cc1	9%
O=S1(=O)CC(O)C(NCc2cccnc2)C1 (stereo unspecified)	-1%
O=C(NCC1CCCCC1)C1CCN(C(=O)NC2CCCCC2)CC1	-1%
Cn1cnnc1SCc1ccc(C(=O)n2ncc(C#N)c2N)cc1	-6%
N=c1ccn(Cc2ccc(Cl)c(Cl)c2)cc1	0%
O=c1c(-c2cc(F)cc(F)c2)nc2cnc(N3CCOCC3)nc2n1CCc1ccccc1	-1%
CCNC(=O)N1C(=O)C2(OCCO2)c2cc(Br)ccc21	-5%
C1CCC(CNc2c3c(nc4nnnn24)CCCC3)CC1	0%

A different layout for 2 compounds above.
| smiles | AmpC det inh |
| --- | --- |
| CC(=O)O[C@@H](C)C[N+](C)(C)C | 1%[12.8 µM] |
| COc1ccc(-n2nc3cc(C)c(NC(=O)CC(C)C)cc3n2)cc1 | 1% |

More results:
SMILES	AmpC det inh
COc1ccccc1NC(=O)CN1CCC(n2nnc3cc(F)ccc32)CC1	14%
Cc1cc(Nc2ccccc2)nn1C(=O)c1ccccc1	-6%
COC(=O)C1CCN(C(=O)c2ccc(SC)cc2OC)CC1	1%
COC(=O)c1c(NC(=O)CSc2nnnn2C)sc(C)c1C	0%
CC(C)(C)C(=O)NC1CCN(S(=O)(=O)c2cccc(C(F)(F)F)c2)CC1	-2%
COCCNC(=O)CN1C(=O)CSc2cc(S(=O)(=O)N3CCCCCC3)ccc21	4%
CCOCc1nnc(NC(=O)CSCc2ccccc2)s1	-1%
C(#CCN1CCCC1)CN1CCCC1	-2%[12.8 µM]
Cn1cnc2c1c(=O)[nH]c(=O)n2C	19%[12.8 µM]
COc1ccccc1-c1nc(-c2ccncc2)no1	-1%
O=C(NCc1ccco1)N1c2ccccc2Sc2ccccc21	6%
COc1ccc(C)cc1S(=O)(=O)NC1CCCC1	-5%
O=C(O)CCCNS(=O)(=O)c1ccc(Br)s1	-6%
Nc1nc(Nc2ccccc2Br)nc(C(F)(F)F)n1	9%
Clc1ccccc1-c1cncnc1NCc1cccs1	8%
CCc1cc(C(=O)Cc2nc3ccccc3[nH]2)c(O)cc1O	-4%
CCOc1ccc(NC(=O)Nc2cc(C)on2)cc1	-4%
CCCCOC(=O)CSC1=C(C#N)C(c2ccccc2OCC)C(C#N)C(=O)N1 (stereo unspecified)	0%
CC12CC[C@@H]3c4ccc(OS(=O)(=O)O)cc4CC[C@H]3C1CCC2=O (stereo partly specified)	-1%[12.8 µM]
O=C(c1cccc(Cl)c1)N1CCN(Cc2ccncc2)CC1	1%
COc1ccc2c(c1)Cc1sc(NC(=O)c3cccs3)nc1-2	-1%
CNc1ncnc2ccc(-c3cccc(OC)c3)cc12	8%
COC(=O)c1ccccc1COn1c(=O)c[n+]([O-])c2ccccc21	-6%
COc1ccc(CNS(=O)(=O)c2ccc3oc(C(=O)O)c(C)c3c2)cc1	-2%
CC(=O)OCC1=C(C(=O)O)N2C(=O)[C@@H](NC(=O)Cc3cccs3)[C@@H]2SC1	-8%[12.8 µM]
O=C(Cn1cc2c(n1)CCCCC2)NCc1cccs1	6%
CC1=C(C#N)C(c2ccoc2)C(C(=O)OCc2ccccc2)=C(N)S1 (stereo unspecified)	-2%
O=C(c1cc(C(F)(F)F)cc(C(F)(F)F)c1)N1CCC2(CC1)CN(c1ccncc1)C2	6%
C=CC[C@@H](C(=O)O)c1ccccc1	-6%[5.75 µM]
CCOC(=O)CNC(=O)Cn1cnc2c(nnn2-c2ccc(F)cc2)c1=O	-3%
CCOC(=O)c1sc(C)c(C(=O)NCCCN2CCOCC2)c1N	16%
COc1cccc(-c2noc(CCC(=O)NC3CCCCC3)n2)c1	-5%
COC(=O)CCn1nnc(-c2ccc(C(C)C)cc2)n1	21%
O=c1c2ccccc2nc(SCc2cc(F)cc3c2OCOC3)n1Cc1ccco1	-3%
CCOC(=O)c1c(NC(=O)CNCCO)sc(C)c1C	8%
COc1ccccc1NC(=O)N1CCN(c2ccccn2)CC1	13%
CSc1nnc2c3cc(F)ccc3n(Cc3ccccc3)c2n1	0%
COc1ccc(C2CC3CC(c4ccccc4)N2O3)cc1 (stereo unspecified)	-1%
COC(=O)c1ccccc1NC(=O)Nc1ccc(C(=O)N2CCCC2)cc1	-3%
CCOC(=O)c1sc(NCc2ccco2)c(-c2nc3ccccc3s2)c1N	6%
CC(=O)NCCNc1ncnc2ccc(-c3ccoc3)cc12	14%
Cn1cccc1Cc1nnc(SCC(=O)Nc2ccc(F)cc2)n1CCc1ccccc1	6%
NCCOC[C@H](N)C(=O)O	-5%[5.75 µM]
O=C1CN(C(=O)c2ccccn2)c2ccccc2N1	-2%
COCC(C)n1c(C)cc(C(=O)CN2C(=O)NC3(CCCCC3C)C2=O)c1C (stereo unspecified)	-4%
Clc1ccc(SCCn2cncn2)cc1	-5%
CCCCOc1cc(C(=O)NCCN(CC)CC)c2ccccc2n1	-2%[12.8 µM]
Cc1ccc(Cc2c(C)nc3c(C(=O)O)cnn3c2C)cc1	-3%
CC(C)Cn1c(CN2CCCCC2C)nc2c1c(=O)n(C)c(=O)n2C (stereo unspecified)	10%

Shown comma-delimited: entries from further up.
smiles,AmpC det inh
O=C(c1cccc(Cl)c1)N1CCN(Cc2ccncc2)CC1,1%
COc1ccc2c(c1)Cc1sc(NC(=O)c3cccs3)nc1-2,-1%
CNc1ncnc2ccc(-c3cccc(OC)c3)cc12,8%
COC(=O)c1ccccc1COn1c(=O)c[n+]([O-])c2ccccc21,-6%
COc1ccc(CNS(=O)(=O)c2ccc3oc(C(=O)O)c(C)c3c2)cc1,-2%
CC(=O)OCC1=C(C(=O)O)N2C(=O)[C@@H](NC(=O)Cc3cccs3)[C@@H]2SC1,-8%[12.8 µM]
O=C(Cn1cc2c(n1)CCCCC2)NCc1cccs1,6%
CC1=C(C#N)C(c2ccoc2)C(C(=O)OCc2ccccc2)=C(N)S1 (stereo unspecified),-2%
O=C(c1cc(C(F)(F)F)cc(C(F)(F)F)c1)N1CCC2(CC1)CN(c1ccncc1)C2,6%
C=CC[C@@H](C(=O)O)c1ccccc1,-6%[5.75 µM]
CCOC(=O)CNC(=O)Cn1cnc2c(nnn2-c2ccc(F)cc2)c1=O,-3%
CCOC(=O)c1sc(C)c(C(=O)NCCCN2CCOCC2)c1N,16%
COc1cccc(-c2noc(CCC(=O)NC3CCCCC3)n2)c1,-5%
COC(=O)CCn1nnc(-c2ccc(C(C)C)cc2)n1,21%
O=c1c2ccccc2nc(SCc2cc(F)cc3c2OCOC3)n1Cc1ccco1,-3%
CCOC(=O)c1c(NC(=O)CNCCO)sc(C)c1C,8%
COc1ccccc1NC(=O)N1CCN(c2ccccn2)CC1,13%
CSc1nnc2c3cc(F)ccc3n(Cc3ccccc3)c2n1,0%
COc1ccc(C2CC3CC(c4ccccc4)N2O3)cc1 (stereo unspecified),-1%
COC(=O)c1ccccc1NC(=O)Nc1ccc(C(=O)N2CCCC2)cc1,-3%
CCOC(=O)c1sc(NCc2ccco2)c(-c2nc3ccccc3s2)c1N,6%
CC(=O)NCCNc1ncnc2ccc(-c3ccoc3)cc12,14%
Cn1cccc1Cc1nnc(SCC(=O)Nc2ccc(F)cc2)n1CCc1ccccc1,6%
NCCOC[C@H](N)C(=O)O,-5%[5.75 µM]
O=C1CN(C(=O)c2ccccn2)c2ccccc2N1,-2%
COCC(C)n1c(C)cc(C(=O)CN2C(=O)NC3(CCCCC3C)C2=O)c1C (stereo unspecified),-4%
Clc1ccc(SCCn2cncn2)cc1,-5%
